PI4K2A inh: inhibitors of human PI4K2A; Q9BTU6; activity change, negative = inhibition, % at 76.9 µM; AID 1346378; actives 0.13% (n = 420,000); purified PI4K2A, ADP-Glo luminescence, 1 h; stronger effect = lower value; in the data active = activity change below about -50%; inconclusive = mostly about -30% to -49%;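 also: -100% = wells without enzyme as full effect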
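Compounds are screened against recombinant PI4K2A using PI as substrate and ATP, the latter dispensed at 300 microM. Reactions run one hour at ambient temperature before ADP-Glo detection; full inhibition defined by wells lacking enzyme.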
RXFP1 agonist: agonists of human relaxin receptor RXFP1. Q9HBX9. HEK293T-RXFP1 cAMP TR-FRET, 30 min; response scale: percent of porcine relaxin response, buffer zero. Potency, µM (series often up to 57.5 µM), for inactives: at the top dose activation, actives largely listed as activators. actives 0.3% (n = 370,000). AID 2676; also: potency is read from the fitted curve at half-maximal effect; % is scaled to controls: 0 for no effect and ±100 for the full control effect; nearly all actives have a fitted effect of over 60% in size; many of its hits are not listed in these tables
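HEK293 cells stably expressing RXFP1, treated 30 min at 37C with compounds plus PDE4 inhibitor Ro 20174; cAMP measured by HTRF TR-FRET. Normalized to buffer and 29 nM porcine relaxin; EC50 by Hill fit.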
TrxR1 substrate: substrates of rat thioredoxin reductase 1; O89049; purified TrxR1 substrate turnover, NADPH consumption readout; actives 0.01% (n = 390,000); Potency, µM (doses to about 114 µM), without a hit: at the top dose activity change, negative = substrate turnover; AID 588456; also: potency is read from the fitted curve at half-maximal effect; % is scaled to controls: 0 for no effect and ±100 for the full control effect; nearly all actives have a fitted effect of over 50% in size
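Rat TrxR1, dispensed at 90 nM, was prereduced with 400 uM NADPH (final) for 5 min at ~22 deg C, then incubated with compound 15 min before 400 uM selenite. A first-read NADPH fluorescence drop versus no-compound background flagged substrates.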
USP1 inh: inhibitors of human USP1/UAF1 deubiquitinase; actives 0.23% (n = 390,000); Potency, µM (titrated, usually from 57.1 µM), inactives show at the highest dose activity change, negative = inhibition, hits mostly inhibitors; O94782; recombinant USP1/UAF1, Ub-Rhodamine cleavage fluorescence; also: potency is read from the fitted curve at half-maximal effect; % is scaled to controls: 0 for no effect and ±100 for the full control effect; nearly all actives have a fitted effect of over 60% in size; inactives centre near -12
Target sequence (O94782 whole entry, looked up): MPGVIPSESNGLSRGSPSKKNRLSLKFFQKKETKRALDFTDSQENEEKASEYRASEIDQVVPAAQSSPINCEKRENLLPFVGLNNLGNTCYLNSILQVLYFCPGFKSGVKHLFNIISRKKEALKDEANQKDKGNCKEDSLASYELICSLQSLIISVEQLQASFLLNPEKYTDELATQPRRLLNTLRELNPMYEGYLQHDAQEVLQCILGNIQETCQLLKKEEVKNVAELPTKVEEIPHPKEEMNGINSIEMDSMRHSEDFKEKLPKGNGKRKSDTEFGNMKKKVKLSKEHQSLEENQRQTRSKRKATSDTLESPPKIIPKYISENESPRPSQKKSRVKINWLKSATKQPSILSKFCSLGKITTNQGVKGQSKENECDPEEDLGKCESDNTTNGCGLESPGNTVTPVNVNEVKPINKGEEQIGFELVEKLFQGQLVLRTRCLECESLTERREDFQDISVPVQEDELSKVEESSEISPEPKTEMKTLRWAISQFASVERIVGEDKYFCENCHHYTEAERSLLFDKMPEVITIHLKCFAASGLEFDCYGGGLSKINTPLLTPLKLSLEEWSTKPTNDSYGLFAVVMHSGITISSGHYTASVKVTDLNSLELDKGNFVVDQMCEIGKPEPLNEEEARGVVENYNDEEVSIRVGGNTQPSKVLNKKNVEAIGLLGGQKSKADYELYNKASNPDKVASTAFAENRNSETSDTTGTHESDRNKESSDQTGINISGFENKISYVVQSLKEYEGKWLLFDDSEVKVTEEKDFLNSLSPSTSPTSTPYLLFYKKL
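1 nM enzyme complex + cpd, 15 min RT; start with Ub-Rho 150nM final; kinetic fluorescence ex 480/em 540, 6 reads q60 s. Buffer 50mM HEPES pH 7.8, 0.5mM EDTA, 0.1 mg/ml BSA, 1mM TCEP, 0.01% Tween-20.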
GRP78 ERSR act: inducers of ER stress response in human glioma cells. U87-MG GRP78 promoter luciferase reporter, 16 h. Potency, µM, for the others: top-dose activation, actives largely listed as activators. actives 0.02% (n = 420,000); also: potency is read from the fitted curve at half-maximal effect; series mostly up to about 76 µM; % of control where 0% means no effect; nearly all actives have a fitted effect of over 35% in size
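Stably transfected U87-MG human glioma cells carrying a GRP78-based luminescent sensor were seeded at 1000 cells/well, pin-dosed with compounds and incubated 16 h. Luciferase reagent was then added, and end-point luminescence was read after 10 min at room temperature.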
Vif-APOBEC3F blk: blocks the Vif interaction with APOBEC3F | HeLa A3F-eYFP + Vif (tagged APOBEC3F with the HIV-1 protein that degrades it), YFP fluorescence increase | Potency, µM (doses to about 46.1 µM), inactives show at the highest dose activity, negative = active | actives 0.2% (n = 390,000); also: potency is read from the fitted curve at half-maximal effect; % of control where 0% means no effect; nearly all actives have a fitted effect of over 65% in size
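HeLa cells stably expressing A3F-eYFP plus Vif, plated and incubated overnight at 37 deg C, then exposed to compounds overnight at 37 deg C. Blocked degradation read as raised yellow fluorescence (Ex 488/Em 500-530).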
Vif-APOBEC3G blk: inhibitors of Vif-APOBEC3G interaction; HeLa A3G-eYFP + Vif (tagged APOBEC3G with the HIV-1 protein that degrades it), YFP fluorescence, overnight; Potency, µM (highest dose often 46.1 µM), without a hit: at the highest dose activity, negative = active, most hits filed as inhibitors; actives 0.076% (n = 410,000);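 also: potency is read from the fitted curve at half-maximal effect; % is scaled to controls: 0 for no effect and ±100 for the full control effect; nearly all actives have a fitted effect of over 60% in size; hits raise eYFP signal because A3G escapes Vif-driven loss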
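HeLa cells stably expressing Vif and C-terminally eYFP-tagged A3G, seeded overnight at 37 deg C, then exposed to compound by pintool overnight at 37 deg C. Rise in yellow fluorescence (Ex 488/Em 500-530, Acumen) marks blocked Vif-driven A3G degradation.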
LDHA block: inhibitors of human lactate dehydrogenase A; AID 1347041; actives 0.15% (n = 480,000); activity change, % (values are at about 110 or 230 µM); P00338; purified LDHA, NADH/diaphorase-resazurin fluorescence; stronger effect = lower value; in the data active = activity change below about -30%; inconclusive = mostly about -25% to -30%;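 also: plate controls were DMSO wells for no effect and wells without enzyme for full effect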
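LDH5 2 nM; NADH 0.06 mM, pyruvate 0.2 mM; 200 mM Tris pH 7.4, EDTA, Tween-20; 5 min RT. Detection: diaphorase 0.133 mg/mL + resazurin 37 µM, fluorescence ex540/em590 at 0 and 20 min; normalized to enzyme-free and DMSO wells.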
mIDH1 inhibitor: human IDH1 R132H inhibition; O75874; IDH1-R132H enzyme, NADPH consumption, diaphorase/resazurin fluorescence; Potency, µM (top dose mostly 76.6 µM), inactives show at the highest dose activity change, negative = inhibition, usual class: inhibitors; actives 0.093% (n = 390,000); AID 602179; also: potency is read from the fitted curve at half-maximal effect; % is scaled to controls: 0 for no effect and ±100 for the full control effect; nearly all actives have a fitted effect of over 65% in size
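IDH1-R132H (0.5 ug/mL) preincubated 30 min with compound, then NADPH (0.016 mM) and alpha-KG (2 mM) added; 80 min at RT, pH 7.5. Remaining NADPH coupled via diaphorase/resazurin to fluorescence (540/590 nm); concentration-response curves normalized to no-enzyme control.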
The depositor's hits bear a star; ? = inconclusive; / = no result given; & = joins results of further samples; [ ] = remark or other dose. Unless noted, calls follow the shape of the dose curve; as a rule, active = well fitted curve in the direction sought with a large enough effect; inconclusive = small, poorly fitted or top-dose-only effect, or another doubt; inactive = no such curve, though single readings can be large; an effect the other way counts as inactive or inconclusive.

SMILES	PI4K2A inh	RXFP1 agonist	TrxR1 substrate	USP1 inh	GRP78 ERSR act	Vif-APOBEC3F blk	Vif-APOBEC3G blk	LDHA block	mIDH1 inhibitor
Cc1ccc(C)c(CN2CCC(CNC(=O)Nc3ccc(Cl)cc3)CC2)c1	7	-2.0%	-2%	-22%	4%	-4%	0%	-3	0%
COc1ccc(OC)c(C2C(C(=O)c3ccc(C)o3)=C(O)C(=O)N2c2cc(C)on2)c1 (centres undefined)	-5	?	-3%	-13%	-3%	4%	1%	-13	3%
O=C(N/N=C\c1ccc(CNS(=O)(=O)c2ccccc2)o1)C(=O)Nc1ccc(F)cc1	-5	0.9%	1%	-8%	3%	5%	0%	-10	-2%
COc1ccc(N2CC(C(=O)NC3CCCCC3)CC2=O)cc1 (centres undefined)	4	-0.7%	-1%	-20%	-4%	0%	0%	-10	-2%
COc1ccccc1NC(=O)CSc1nnc2ccccn12	2	-0.2%	-5%	-5%	1%	0%	3%	-7	5%
Fc1cccc(Cl)c1CSc1ccc(-c2cccnc2)nn1	4	0.1%	-5%	-3%	6%	-1%	-4%	-5	-4%
O=C(Cc1cccs1)NCCSc1c(-c2ccc(Cl)cc2)[nH]c2ccccc12	1	-0.8%	77%[activator][57.1 µM]	-23%	-7%	-3%	-11%	-8	-12%
CCC(=O)c1cn(CC(=O)Nc2ccc(F)cc2)c2ccccc12	0	/	/	-20%	-3%	-7%	2%	2	7%
O=Cc1ccc(OCc2ccc3c(c2)OCO3)cc1	-18	-0.2%	0%	-4%	-9%	6%	1%	-7	5%
C/C(=N\NC(=O)C1CC1)c1cccnc1	-4	1.6%	1%	-18%	-3%	1%	1%	-5	2%
CCOC(=O)N1CCN(S(=O)(=O)c2ccc(OCC(=O)OC)cc2)CC1	-2	0.9%	3%	-27%	1%	1%	0%	-3	4%
COc1ccc(OC)c(/C=C2\SC(=S)N(C(C(=O)O)c3ccccc3)C2=O)c1 (centres undefined)	-4	1.3%	-2%	?	2%	?	-5%	0	0%
CCOc1cc(C(=S)N2CCOCC2)ccc1OC(=O)c1cc(OC)c(OC)c(OC)c1	-4	0.7%	-1%	-13%	-5%	3%	1%	2	-6%
CC(=O)NCCNc1nc2c(-c3ccccc3)nnn2c2ccccc12	-2	5.4%	26%	-8%	-1%	1%	1%	-1	4%
COc1ccc(NC(=O)C[C@H]2C(=O)N(c3ccc(Br)cc3)C[C@@H]2CSC)cc1	-2	/	/	-2%	-6%	-1%	2%	-11	6%
Cc1cc(C)cc(NC(=O)CCn2ccnc2)c1	-2	2.3%	3%	-13%	-6%	-7%	-4%	-9	5%
Cc1cccc(CSc2nc3c(c(=O)[nH]2)C(c2cccc(O)c2)CC(=O)N3)c1 (centres undefined)	-9	-0.8%	-3%	-12%	?	-23%	-5%	-21	32%
CC(=O)N1CCN(S(=O)(=O)c2cccc(C(=O)OCC(=O)N(Cc3ccccc3)C(C)(C)C)c2)CC1	1	/	3%	-6%	-7%	-4%	0%	0	-6%
CC(=O)c1nn(-c2cccc(Br)c2)cc1C(=O)c1ccc(Cl)cc1	4	5.6%	-1%	-15%	-3%	-1%	-9%	-5	3%
CCCC1C2CN(C(C)C)CC=C2C(C#N)=C(N)C1(C#N)C#N (centres undefined)	-3	0.4%	96%[activator]	?	-6%	-7%	1%	12	?
COc1cc(OC)cc(C(=O)NC(C(=O)Nc2ccc3c(c2)OCCO3)C(C)C)c1 (centres undefined)	-2	1.6%	-4%	-23%	-4%	-17%	1%	2	10%
C=C[C@]12CC[C@H](OC(C)=O)CC1=CCC1C2CC[C@@]2(C)C1CCC21OCCO1 (some centres undefined)	9	/	-6%	-7%	-4%	-3%	2%	-8	-3%
Cc1ccccc1C(=O)NCC(=O)NNC(=S)NC(=O)c1ccccc1C	4	2.5%	-13%	-15%	1%	5%	-5%	-2	2%
Cc1ccc(NC(=O)c2c(C)oc3nc(C)nc(N4CCCC4)c23)c(C)c1	4	1.5%	-2%	-24%	-1%	0%	-1%	-3	-16%
Cc1onc(-c2ccccc2)c1C(=O)Oc1cccnc1	1	0.4%	4%	-16%	2%	-15%	1%	0	7%
(next part)
SMILES	PI4K2A inh	RXFP1 agonist	TrxR1 substrate	USP1 inh	GRP78 ERSR act	Vif-APOBEC3F blk	Vif-APOBEC3G blk	LDHA block	mIDH1 inhibitor
Cc1ccc(NC(=O)CSc2ncnc3ccccc23)cc1S(=O)(=O)N1CCCCC1	-25	4.0%	9%[57.1 µM]	-13%	-5%	-3%	2%	2	1%
O=C(CN1CCN(c2ccccc2)CC1)Nc1ccc(OCc2ccccc2)cc1	2	0.7%	5%	-19%	-4%	4%	0%	-3	5%
CCN1CCN(C(=O)CN2C(=O)c3ccccc3S2(=O)=O)CC1	-3	2.4%	-3%	-15%	1%	-20%	2%	-5	-1%
C[C@H](NC(=O)c1[nH]cnc1C(=O)Nc1ccon1)c1ccccc1	5	-1.5%	3%	-15%	-3%	1%	-6%	-12	-13%
Cn1c(=O)c2[nH]c(=O)[nH]c2n(C)c1=O	-2	/	2%	-1%	-1%	0%	-3%	-1	-1%
CCOC(=O)N1CCN(C(=O)CCCn2c(=O)[nH]c3ccccc3c2=O)CC1	-5	1.1%	3%	-9%	0%	0%	-1%	-6	4%
Cc1ccc(C(=O)C2=C(O)C(=O)N(Cc3cccnc3)C2c2cccc([N+](=O)[O-])c2)o1 (centres undefined)	3	3.4%	-12%	-8%	-5%	-7%	0%	2	-2%
CCOC(=O)N1CCC(N2CC34C=CC(O3)C(C(=O)Nc3ccc(OCC)cc3)C4C2=O)CC1 (centres undefined)	-3	3.2%	11%[57.1 µM]	1%	-3%	-23%	-3%	-5	-3%
Cn1c(=O)oc2cc(S(=O)(=O)Nc3ccc(O)cc3)ccc21	-1&-2	0.4%&1.6%	-1%	-24%&-13%	-1%&-3%	1%&1%	-2%&-2%	2&2	-2%&0%
COc1ccc(-c2noc(-c3cccc(Cl)c3)n2)cc1OC	-3	6.0%	-11%[57.1 µM]	-23%	-2%	-6%	-1%	-3	-4%
CC1CC(C)CN(C(=O)Cn2nnc(-c3ccccc3)n2)C1 (centres undefined)	-5	3.5%	-11%	-17%	2%	6%	0%	-2	0%
CC(C)[C@H](NC(=O)N1CCn2c1nc1ccccc12)C(=O)N[C@H](Cc1ccccc1)C(=O)O	6	-2.4%	-7%	-28%	-3%	1%	-2%	-2	1%
O=C(Nc1nnc(CSCc2ccc(F)cc2)s1)c1cccc([N+](=O)[O-])c1	-1	0.3%	-11%	1%	-3%	-6%	0%	-2	28%
Cc1noc(C)c1S(=O)(=O)N(C)C[C@H]1Oc2c(NC(=O)Nc3ccccc3)cccc2C(=O)N([C@H](C)CO)C[C@@H]1C	-1	/	7%	-22%	-1%	-3%	-2%	0	2%
CCOCC(=O)Nc1cccc(SC)c1	2	-1.1%	6%[11.4 µM]	3%	-1%	1%	0%	-2	14%
C#CCOCCOCCOCCNc1nc(N2CCN(C(=O)C(Cc3cc4ccccc4[nH]3)n3cc(C(N)Cc4ccc(O)cc4)nn3)CC2)nc(N2CCN(C(=O)C(CCC(=O)O)n3cc(C(N)C(C)CC)nn3)CC2)n1 (centres undefined)	-2	-0.8%	0%	-15%	-2%	5%	1%	8	-19%
CCN1C(=O)/C(=C\c2cccc(OC(=O)c3ccco3)c2)SC1=S	8	1.7%	3%	-20%	0%	0%	1%	-2	-4%
Cc1ccc(C)c(NC(=O)CCc2nnc3ccc(N4CCCC4)nn23)c1	-3	12%	-8%	-23%	-4%	5%	0%	-4	-10%
CCCCNCCOCCOc1ccccc1-c1ccccc1	3	-0.2%	-1%	-5%	-5%	?	4%	-16	7%
Cc1cc(C)nc(Nc2ccccc2F)n1	-3	-1.3%	-9%	-13%	5%	3%	1%	-7	-1%
COc1ccc(CCNC(=O)C(=O)NCC(c2ccco2)S(=O)(=O)c2cccs2)cc1OC (centres undefined)	-2	-2.4%	4%[57.1 µM]	-12%	-3%	8%	0%	1	11%
Cc1c(C(=O)NCc2ccc3c(c2)OCO3)sc2nc(-c3ccc(F)cc3)cn12	3	-0.2%	12%[57.1 µM]	-23%	0%	2%	0%	-4	-4%
Cc1c(C(=O)Nc2ccc(C(=O)O)cc2)nnn1-c1ccccc1	-2	0.4%	-2%[57.1 µM]	-6%	-11%	3%	-2%	-1	30%
CCCCNC(=O)CN1CCN(Cc2ccc3cc(OC)ccc3c2)CC1	-4	-3.2%	2%	-1%	-3%	-1%	3%	-33*	8%

As a short view, part of the list above:
SMILES	PI4K2A inh	RXFP1 agonist	TrxR1 substrate	USP1 inh	GRP78 ERSR act	Vif-APOBEC3F blk	Vif-APOBEC3G blk	LDHA block	mIDH1 inhibitor
Cc1c(C(=O)Nc2ccc(C(=O)O)cc2)nnn1-c1ccccc1	-2	0.4%	-2%[57.1 µM]	-6%	-11%	3%	-2%	-1	30%
CCCCNC(=O)CN1CCN(Cc2ccc3cc(OC)ccc3c2)CC1	-4	-3.2%	2%	-1%	-3%	-1%	3%	-33*	8%

High-throughput results deposited in PubChem BioAssay by National Center for Advancing Translational Sciences (NCATS).

A portion of the library; the hit share may differ from the screen's.
